High-throughput results (PubChem)
TRb-SRC2 inh: TRbeta-SRC2 interaction inhibition; actives 0.065% (n = 280,000); Potency, µM (top dose mostly 106 µM), without a hit: top-dose activity change, negative = inhibition, actives largely listed as inhibitors; AID 1469; TRbeta-SRC2 peptide binding, fluorescence polarization; receptor liganded with 1 µM T3; active = well fitted inhibition curve with a large enough effect; inconclusive = small, poorly fitted or top-dose-only effect, or effect the other way;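 note: plate controls were bound peptide for no effect and peptide without receptor for full effect; nearly all actives have a fitted effect of over 50% in size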
Target sequence (P10828 whole entry, looked up): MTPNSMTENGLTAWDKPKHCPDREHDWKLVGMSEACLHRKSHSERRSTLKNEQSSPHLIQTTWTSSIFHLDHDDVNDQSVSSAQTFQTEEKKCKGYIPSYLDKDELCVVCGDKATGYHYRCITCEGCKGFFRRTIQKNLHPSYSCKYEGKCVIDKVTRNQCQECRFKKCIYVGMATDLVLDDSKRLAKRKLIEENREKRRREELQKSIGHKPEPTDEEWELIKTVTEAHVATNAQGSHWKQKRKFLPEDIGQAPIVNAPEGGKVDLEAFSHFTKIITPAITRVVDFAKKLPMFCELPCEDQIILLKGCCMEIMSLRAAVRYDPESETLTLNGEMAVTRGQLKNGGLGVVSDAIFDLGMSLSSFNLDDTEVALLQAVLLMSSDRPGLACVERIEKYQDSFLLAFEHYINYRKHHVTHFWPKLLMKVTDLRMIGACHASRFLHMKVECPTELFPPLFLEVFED
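Each compound concentration gave % activity, normalized to unbound and bound Texas Red SRC2 controls, from polarization read after 5 hr ambient incubation with T3-loaded human TRb LBD.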
LMNA splice mod: LMNA splicing modulation | actives 0.01% (n = 200,000) | Potency, µM (highest dose often 46.1 µM), for inactives: top-dose ratio change, negative = inhibition, most hits filed as inhibitors | AID 1487 | HeLa LMNA splicing GFP/RFP minigene ratio, 48 h; active = well fitted inhibition curve with a large enough effect in the signal ratio, with a control signal flat, not every such curve was filed as active; inconclusive = small, poorly fitted or top-dose-only effect, or effect the other way, or a change in a side signal; the % refers to the signal ratio
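S3 HeLa cells stably expressing lamin A-EGFP splicing minigene plus DsRed2, 600 cells/well, 48 h compound exposure at 37C. Laser-scanning cytometry; analysed as GFP (500-530 nm)/RFP (575-640 nm) total intensity ratio; 0.5% DMSO vehicle.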
TexasRed fluor: alters Texas Red total fluorescence, flagging assay interference | TRb/SRC2 Texas Red total fluorescence interference | Potency, µM (titrated, usually from 106 µM), without a hit: top-dose fluorescence change, negative = quenching | actives 0.29% (n = 280,000) | AID 1479; active = well fitted curve in either direction with a large enough effect; inconclusive = small, poorly fitted or top-dose-only effect
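Flags fluorescent or light-absorbing compounds by total fluorescence, S + 2P, at 555 nm excitation and 632 nm emission. Mixture: 20 nM Texas Red SRC2 peptide, 0.6 uM human TRb LBD, 1 uM T3, 5% DMSO; compound exposure 5 h at ambient temperature.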
* hit, by the source's call; ? = inconclusive; [ ] = another dose, or the depositor's remark. Unless noted, % is set by controls: 0 for no effect and ±100 for the full control effect; potency is the fitted concentration of half-maximal effect. Not all compounds are listed; count on the stated rates, not on these rows.

compound,TRb-SRC2 inh,TexasRed fluor,LMNA splice mod
COCCc1nn2c(=O)cc(COC(=O)c3ccc4c(c3)OCO4)nc2s1,3%,1%,2%[46 µM]
O=C(NCc1ccco1)c1ccc(Cn2c(SCc3ccccc3F)nc3cccnc32)cc1,2%,6%,-3%[46 µM]
O=C(Nc1cccc(C(=O)OCc2cc(=O)n3nc(C4CC4)sc3n2)c1)c1cccc(Cl)c1,-2%,-1%,13%[46 µM]
COc1ccc(-c2nc(-c3cc4cc(Br)ccc4oc3=O)cs2)cc1,-3%,-2%,?
Cc1ccc(-n2cnc3cc(C(=O)NC4CCCCCC4)ccc32)c(C)c1,0%,-2%,?
Cc1cccc(CNC(=O)c2cnc3sc(N4CCOCC4)nn3c2=O)c1,0%,2%,7%[46 µM]
Cc1c(C(=O)Nc2ccc(F)c(C(F)(F)F)c2)sc2nc(-c3ccccc3)cn12,-1%,-1%,?
Cc1ccc(Cn2c(CNC(=O)c3ccc(Cl)c([N+](=O)[O-])c3)nc3cccnc32)cc1,-6%,-15%,?
Cc1ccc(C(=O)Nc2ccc(-n3c(C)nc4ccccc4c3=O)cc2)cc1[N+](=O)[O-],-11%,-1%,?
CCOc1ccccc1NC(=O)CSc1nccn1-c1cccc(C)c1,5%,-2%,10%[46 µM]
CCc1ccccc1NC(=O)Nc1cc(C(=O)NCc2cccc(F)c2)ccc1N1CCCC1,7%,-1%,?
CN(CC(=O)Nc1ccc(F)cc1F)S(=O)(=O)c1ccc(C(=O)N2CCOCC2)s1,-5%,-1%,-9%[46 µM]
COc1cc(OC)cc(C(=O)Nc2ccc3c(c2)CCCN3C(=O)c2cccs2)c1,8%,-1%,?
Cc1ccc(Cl)cc1N(C)C(=O)c1sc2nc3n(c(=O)c2c1C)CCCC3,4%,-28%,5%[46 µM]
CCOc1ccc(NC(=O)CN(C)S(=O)(=O)c2ccc3[nH]c4c(c3c2)CCCC4)cc1,1%,-16%,?
CSc1ccc(CNC(=O)c2cc3cc(S(=O)(=O)N4CCCCC4)ccc3n2C)cc1,-3%,1%,-9%[46 µM]
CCn1c(CN2CCOCC2)nc2cc(NC(=O)c3cccc([N+](=O)[O-])c3)ccc21,-4%,-21%,5%[46 µM]
COc1ccc(C2C(C(N)=O)=C(C)Nc3nc(CCCO)nn32)cc1 (stereo unspecified),1%,-4%,1%[46 µM]
CC1CCN(S(=O)(=O)c2ccc3[nH]cc(C(=O)NCc4ccc(F)cc4)c(=O)c3c2)CC1,-6%,-2%,-9%[46 µM]
CCCn1c2ccccc2c2cnn(CC(=O)NCCc3ccc(OCC)cc3)c(=O)c21,5%,1%,?
COc1ccccc1N1C(=O)N(CC(=O)C(C)(C)C)c2ccccc2S1(=O)=O,-4%,-6%,-1%[46 µM]
COc1cccc(CNCCCSc2nnnn2C)c1,-21%,1000µM*[quencher],14%[46 µM]
COc1ccc(C)cc1Nc1cc(C)nc(C)n1,-1%,8%,-11%[46 µM]
Cc1ccc(CN2C(=O)c3ccccc3Sc3ccc(C(=O)NCc4ccco4)cc32)cc1,5%,-3%,2%[46 µM]
COc1ccc(C(=O)NCC(c2ccc3c(c2)OCO3)N2CCN(c3ccccc3F)CC2)cc1 (stereo unspecified),-2%,-6%,?
CCCn1cc(S(=O)(=O)c2ccccc2)c(=O)c2cc(F)c(N3CCCCC3)cc21,1%,-17%,-4%[46 µM]
CCOC(=O)c1c(C)[nH]c(CCC(=O)Nc2ccccc2C(F)(F)F)c1C,6%,-3%,7%[46 µM]
O=C(O)c1cc(-c2ccc(C(F)(F)F)cc2)nc2n[nH]c(-c3ccccc3)c12,-10%,0%,?
Cc1ccc(C2CC(=O)N(Cc3ccccc3)c3c2c(C)nn3-c2nc(C)cc(C)n2)cc1 (stereo unspecified),-5%,-2%,23%[46 µM]
CN1C(=O)c2ccccc2Sc2ccc(NC(=O)Cc3c(F)cccc3Cl)cc21,-5%,-1%,?
CC(C)(C)c1ccc(C(=O)NCC(c2cccs2)S(=O)(=O)c2cccs2)cc1 (stereo unspecified),-7%,0%,1%[46 µM]
Cc1nn(C)c(C)c1CCNC(=O)Nc1cccc(Cl)c1C,1%,-1%,-5%[46 µM]
CCOc1ccc(NC(=O)c2cc(S(=O)(=O)NC3CCCCCC3)ccc2F)cc1,-4%,-2%,?
CCN1CCN(C(c2cccc(OC)c2)c2c(O)cc(C)n(Cc3ccco3)c2=O)CC1 (stereo unspecified),5%,1%,?
CC(C)NC(=O)c1ccc(-n2c(-c3ccccc3)cc3c2CCCCC3)cc1,1%,1%,-18%[46 µM]
CCc1ccc(CN2CCc3nc(Nc4ccccc4)ncc3C2)cc1,0%,0%,-10%[46 µM]
O=C(NCC(c1cccs1)S(=O)(=O)c1cccs1)c1c(F)cccc1F (stereo unspecified),1%,-1%,12%[46 µM]
CN(C(=O)CSc1nc2ccc(NC(=O)CCc3ccccc3)cc2s1)c1ccccc1,4%,-3%,-21%[46 µM]
CCN(CC)S(=O)(=O)c1nnc(NC(=O)COc2ccccc2Cl)s1,6%,-4%,28%[46 µM]
CCOC(=O)c1ccc2c(c1)N(CC(=O)Nc1cc(F)ccc1F)C(=O)c1ccccc1S2,3%,-5%,19%[46 µM]

Whole records, quoted from the list. Values in the order: TRb-SRC2 inh	TexasRed fluor	LMNA splice mod
Cc1ccc(Cn2c(CNC(=O)c3ccc(Cl)c([N+](=O)[O-])c3)nc3cccnc32)cc1 is entered as -6%	-15%	?
CCc1ccc(CN2CCc3nc(Nc4ccccc4)ncc3C2)cc1 is entered as 0%	0%	-10%[46 µM]

Later entries.
compound,TRb-SRC2 inh,TexasRed fluor,LMNA splice mod
CCOC(=O)c1c(C)oc2nc(C)nc(NCCCN3CCN(c4ccc(F)cc4)CC3)c12,-2%,-20%,-11%[46 µM]
COc1cc(OC)cc(C(=O)NCCc2csc(-c3cccc(C)c3)n2)c1,8%,2%,-12%[46 µM]
CCc1c(C)sc2c1CCN(Cc1cccc(OC)c1)C2c1ccccc1 (stereo unspecified),11%,0%,?
Cc1ccc(F)cc1NC(=O)CCc1c(C)nn(-c2ccc(N3CCOCC3)nn2)c1C,-4%,-1%,?
CCn1c(=O)n(CC)c2cc(N3CCCCC3)c(NC(=O)Nc3ccccc3Cl)cc21,1%,3%,?
Cc1ccc(NC(=O)Cn2c(=O)nc(-c3ccccc3)c3ccccc32)cc1F,-7%,0%,14%[46 µM]
Cc1ccc(NC(=O)Cn2c(=O)ccc3cc(S(=O)(=O)N4CCCC4)ccc32)cc1C,-1%,4%,-15%[46 µM]
Cc1ccc(NC(=O)CCn2c(=O)c3cccn3c3ccccc32)c(Cl)c1,-2%,?,-3%[46 µM]
Cc1ccc(N2CC(NC(=O)/C=C\c3ccc4c(c3)OCO4)CC2=O)cc1 (stereo unspecified),4%,1%,3%[46 µM]
Cc1ccc2sc(N(Cc3cccnc3)C(=O)CCS(=O)(=O)c3ccccc3)nc2c1C,-2%,0%,?
CC(C)CCNC(=O)CN1N=C(c2ccc(Cl)cc2)CCC1=O,9%,-3%,-2%[46 µM]
CCOc1ccc(CCNC(=O)c2cnc3c(-c4ccc(F)cc4)c(C)nn3c2C)cc1,-5%,?,8%[46 µM]
COCCNC(=O)c1cc(Sc2ccc(F)cc2F)nc2ccccc12,-4%,-2%,?
Cc1ccc(NC(=O)C2CCCN(c3ncnc4onc(-c5ccc(F)cc5)c34)C2)c(Cl)c1 (stereo unspecified),4%,-4%,-12%[46 µM]
COc1ccc(N2CC(NC(=O)c3ccc(S(=O)(=O)N4CCCCC4)cc3)CC2=O)cc1OC (stereo unspecified),1%,-2%,17%[46 µM]
CC1Cc2ccccc2N1C(=O)CSc1nc2ccc(NC(=O)COc3ccccc3)cc2s1 (stereo unspecified),5%,7%,10%[46 µM]
COc1ccc(CNC(=O)CN2C(=O)CCn3nc(-c4cn(C)c5ccccc45)cc32)cc1,-4%,-4%,7%[46 µM]
O=C(Nc1cc(Cl)cc(Cl)c1)c1ccc(F)c(S(=O)(=O)NC2CCCCC2)c1,-1%,0%,?
CCOC(=O)C1CCCN(C(=O)CCS(=O)(=O)c2cc3c(cc2Cl)NC(=O)CO3)C1 (stereo unspecified),-8%,?,15%[46 µM]
Cc1cc(C)c2c(c1)c(C)cc1nnc(SCC(=O)c3ccc(F)cc3)n12,-1%,5%,-6%[46 µM]

6 entries already listed, ordered by molar mass, ascending.
compound,TRb-SRC2 inh,TexasRed fluor,LMNA splice mod
Cc1cc(C)c2c(c1)c(C)cc1nnc(SCC(=O)c3ccc(F)cc3)n12,-1%,5%,-6%[46 µM]
Cc1ccc(NC(=O)CCn2c(=O)c3cccn3c3ccccc32)c(Cl)c1,-2%,?,-3%[46 µM]
COc1cc(OC)cc(C(=O)NCCc2csc(-c3cccc(C)c3)n2)c1,8%,2%,-12%[46 µM]
Cc1ccc(NC(=O)Cn2c(=O)nc(-c3ccccc3)c3ccccc32)cc1F,-7%,0%,14%[46 µM]
COc1ccc(CNC(=O)CN2C(=O)CCn3nc(-c4cn(C)c5ccccc45)cc32)cc1,-4%,-4%,7%[46 µM]
CCOC(=O)c1c(C)oc2nc(C)nc(NCCCN3CCN(c4ccc(F)cc4)CC3)c12,-2%,-20%,-11%[46 µM]

A few values from the results shown:
Cc1ccc(N2CC(NC(=O)/C=C\c3ccc4c(c3)OCO4)CC2=O)cc1 (stereo unspecified) in LMNA splice mod: 3%[46 µM]
COCCNC(=O)c1cc(Sc2ccc(F)cc2F)nc2ccccc12 in TRb-SRC2 inh: -4%
CC1Cc2ccccc2N1C(=O)CSc1nc2ccc(NC(=O)COc3ccccc3)cc2s1 (stereo unspecified) in LMNA splice mod: 10%[46 µM]

(continued)
compound,TRb-SRC2 inh,TexasRed fluor,LMNA splice mod
CCOc1ccc(Nc2oc(-c3ccc(COc4ccc(C)cc4)o3)nc2C#N)cc1,-1%,-25%,?
CCCCNC(=O)Cn1c(=O)cc(C)c2c(C)nn(-c3ccc(CC)cc3)c21,-2%,-2%,-9%[46 µM]
COc1cc(NC(=O)CNS(=O)(=O)c2cccs2)cc(OC)c1OC,-5%,-2%,-15%[46 µM]
CCOCCCNC(=O)NC(CCC(C)C)c1c(-n2cccc2)sc2c1CCN(C)C2 (stereo unspecified),-14%,?,-5%[46 µM]
COC(=O)CSCc1nc(-c2ccc(C(=O)OC)cc2)oc1C,1%,-2%,18%[46 µM]
O=C(NCCc1csc(-c2ccc(C(F)(F)F)cc2)n1)c1ccc(F)c(F)c1,-1%,-2%,?
O=S(=O)(NCCc1ccccc1)c1ccc(N2CCCCS2(=O)=O)cc1,-13%,0%,0%[46 µM]
O=C(Nc1ccc(C(=O)OCc2cc(=O)n3nc(C4CC4)sc3n2)cc1)c1ccccc1,5%,0%,-8%[46 µM]
O=C(CSc1n[nH]c(-c2ccccc2)n1)N1CCN(c2ccccc2F)CC1,-2%,-3%,?
COc1ccc(NC(=O)CSc2nnc(NC(=O)NC3CCCCC3)s2)cc1OC,-2%,0%,3%[46 µM]
COc1ccccc1N1CCN(C(=O)C2CCN(S(=O)(=O)c3cccc4nonc34)CC2)CC1,5%,-2%,-15%[46 µM]
COc1ccc(-c2ccc(NS(=O)(=O)c3ccccc3)cc2)nn1,0%,-24%,?
Cc1oc2c(c1C(=O)Nc1ccc(OC(F)(F)F)cc1)C1=NCCN1C=N2,0%,-12%,-3%[46 µM]
CCOC(=O)c1c(C)[nH]c(C)c1S(=O)(=O)N1CCN(c2cc(Cl)ccc2C)CC1,-1%,0%,?
Cc1nc2ccn(Cc3cccs3)c(=O)c2cc1C(=O)NCc1ccc(Cl)cc1,-2%,-1%,?
CCOc1ccccc1Nc1nnc(-c2cc3cc(Cl)ccc3oc2=O)s1,0%,0%,26%[46 µM]
CCOc1ccc(CC(=O)NCCc2csc(-c3ccc(C)cc3)n2)cc1,3%,2%,11%[46 µM]
CCc1ccccc1NC(=O)c1cc(S(=O)(=O)N2CCc3ccccc32)ccc1F,9%,-1%,?
COc1ccc(C2C(=O)N(C3CCC(C)CC3)CC(=O)N2CCc2ccccc2)cc1OC (stereo unspecified),-6%,-2%,-8%[46 µM]
